# Screens deposited in PubChem by The Scripps Research Institute Molecular Screening Center.
# TEAD-YAP block – TEAD-YAP interaction inhibition; AID 1259422; inhibition, % at 9.12 µM; hit rate 1.4% among 640,000; HEK-TIYL cells, TEAD-Gal4/YAP UAS-luciferase luminescence; in the data active = inhibition above about 32%;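 also: 0% = median of test compound wells and 100% = reference inhibitor wells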
# FBW7 act – activators of human E3 ligase FBW7; AlphaScreen FBW7–phospho-cyclin E peptide binding, activator screen; hit rate 0.13% among 650,000; AID 1259310; normalized activity (activation), % at 26.1 µM; Q969H0; in the data active = normalized activity above about 1.9%;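 also: purified mutant Fbw7 with reduced substrate affinity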
# Target sequence (Q969H0 whole entry, looked up): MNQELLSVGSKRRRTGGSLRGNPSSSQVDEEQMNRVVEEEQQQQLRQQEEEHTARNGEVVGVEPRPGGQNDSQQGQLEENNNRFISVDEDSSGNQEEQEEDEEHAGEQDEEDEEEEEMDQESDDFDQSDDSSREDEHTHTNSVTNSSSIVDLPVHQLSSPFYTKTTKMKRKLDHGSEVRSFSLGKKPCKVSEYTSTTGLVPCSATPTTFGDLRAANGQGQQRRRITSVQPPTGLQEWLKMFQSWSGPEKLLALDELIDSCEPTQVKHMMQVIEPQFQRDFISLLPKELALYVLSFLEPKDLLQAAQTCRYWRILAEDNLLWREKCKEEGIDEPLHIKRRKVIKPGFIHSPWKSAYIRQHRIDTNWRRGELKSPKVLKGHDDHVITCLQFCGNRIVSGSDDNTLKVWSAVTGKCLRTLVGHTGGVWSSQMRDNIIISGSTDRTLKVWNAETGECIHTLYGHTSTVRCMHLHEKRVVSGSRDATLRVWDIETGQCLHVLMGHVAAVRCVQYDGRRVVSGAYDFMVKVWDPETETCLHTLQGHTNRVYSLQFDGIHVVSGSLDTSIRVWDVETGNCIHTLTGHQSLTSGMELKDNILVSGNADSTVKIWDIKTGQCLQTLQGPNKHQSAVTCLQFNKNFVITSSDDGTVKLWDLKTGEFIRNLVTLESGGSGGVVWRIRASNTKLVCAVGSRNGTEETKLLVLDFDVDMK
# GPR151 activ – human GPR151 activation; hit rate 1% among 650,000; AID 1508602; Q8TDV0; activation, % at 11.2 µM; PathHunter beta-arrestin GPR151 cells, luminescence; in the data active = activation above about 4.9%;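 also: 0% = median of compound wells and 100% = cells with positive control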
# MITF inh – human MITF inhibition, primary screen; hit rate 0.91% among 650,000; inhibition, % at 2.6 µM; AlphaScreen MITF homodimerization, bead proximity signal; in the data active = inhibition above about 50%;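 also: 0% = vehicle wells with protein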
# The depositor's hits bear a star; . = not tested or not shown.
SMILES,TEAD-YAP block,FBW7 act,GPR151 activ,MITF inh
O=C1C2C3C=CC(C3)C2C(=O)N1c1cccc(Cl)c1Cl (centres undefined),9,0.0,0.3,3
O=C(COc1ccc(Cl)cc1)OCC(=O)c1ccc[nH]1,1,-0.2,1.2,-4
CCOC(=O)c1sc2nc(C)nc(N(C)Cc3ccc(C)o3)c2c1C,0,-0.1,1.7,16
O=C1OC(c2ccc(F)cc2)=N/C1=C\c1ccc(Cl)cc1Cl,7,0.1,1.0,4
Cc1nc(CNS(=O)(=O)c2cccc(F)c2)cs1,-3,0.1,0.0,5
COc1cc(OC)cc(-n2nc(C(=O)N3CCCC3)c3ccccc3c2=O)c1,-1,0.6,-1.0,-10
O=C(NCCOc1ccccc1)c1cc(C(=O)NCCOc2ccccc2)cc([N+](=O)[O-])c1,8,0.4,-1.8,15
CCC(=O)N1CCN=C1SCc1cccc(C)c1,2,0.0,7.1*,1
CC(C)(C)C1=NN(CC(=O)NCc2ccncc2)C(=O)c2cc3ccccc3n2C1,5,0.0,-0.6,8
O=C(COc1cccc(Cl)c1)N/N=C\c1cc2c(cc1Br)OCO2,-1,0.0,0.0,-8
N/C(=N\OC(=O)CSc1ccccc1)c1ccc(Cl)cc1,-29,-0.1,-0.6,-11
CCCS(=O)(=O)N1CCC(n2nccc2NC(=O)c2ccc(OC)cc2)CC1,-7,0.1,0.9,5

# Brought forward from above: 3 entries, followed by the next part.
SMILES,TEAD-YAP block,FBW7 act,GPR151 activ,MITF inh
O=C(COc1cccc(Cl)c1)N/N=C\c1cc2c(cc1Br)OCO2,-1,0.0,0.0,-8
N/C(=N\OC(=O)CSc1ccccc1)c1ccc(Cl)cc1,-29,-0.1,-0.6,-11
CCCS(=O)(=O)N1CCC(n2nccc2NC(=O)c2ccc(OC)cc2)CC1,-7,0.1,0.9,5
OCCNc1nc(Nc2ccc(Cl)cc2)nc(N2CCCCC2)n1,-5,0.2,2.8,17
COc1cc(=O)n2c(c1C(=O)N1CCCC(O)C1)CCN(Cc1sccc1C)CC2 (centres undefined),10,-0.1,3.9,1
CCCCC1CN(CC(=O)N(C)Cc2c(C)nc3ccccn23)Cc2ccccc2O1 (centres undefined),-2,0.6,-0.9,6
CCCCOc1ccc(S(=O)(=O)N2CCSC2c2ccc(OC)c([N+](=O)[O-])c2)cc1 (centres undefined),-4,-0.1,2.7,-20
COCCCNCCOCCOc1c(OC)cccc1OC,0,0.3,1.3,11
CCCc1nn(C)c(C(N)=O)c1[N+](=O)[O-],4,0.0,1.4,2
COc1ccccc1/C=C/C(=O)Nn1c(-c2ccccc2F)nc2ccccc2c1=O,5,0.6,1.4,17
O=C(CSc1ccncc1)NCCN1Cc2ccccc2OC(c2ccccc2)C1 (centres undefined),5,-0.2,2.4,-4
Cc1cc(NC(=O)c2ccccc2F)ncc1NC(=O)c1cccs1,-22,0.1,0.5,17
COC(=O)/C(C(C)=O)=c1\[nH]c2cccc3cccc1c32,-7,-0.2,1.8,6
O=C(CC(=O)c1ccccc1O)c1ccccc1,-34,0.2,-0.3,-6
COc1ccccc1OCC(=O)NCCC1=CCCCC1,-14,-0.1,-0.8,-1
O=C(CN1C(=O)NC2(CCCCCC2)C1=O)N1CCCCC1,-5,0.0,-0.3,-3
CC(C)(Oc1ccc(Cl)cc1)C(=O)Nc1cccnc1,-5,0.1,-0.2,-8
O=C1CC(N2CCOCC2)C(=O)N1CCc1ccccc1 (centres undefined),-2,-0.1,0.8,-1
COc1cc(C(=O)/C(=C/c2ccc(F)cc2)c2nc3ccccc3o2)cc(OC)c1OC,10,0.1,-0.7,8
CC(C)C(NC(=O)c1ccoc1)c1nnc2n1CCN(Cc1cc3ccccc3[nH]1)CC2 (centres undefined),0,0.0,-0.5,69*
O=C(Nc1cccc2ccccc12)N1CCOCCOCCN(C(=O)Nc2cccc3ccccc23)CCOCC1,-9,-0.1,0.1,2
COc1ccc(-n2nc3c(c2NC(=O)c2ccccc2OC)CS(=O)C3)cc1 (centres undefined),1,0.1,-1.0,16
O=S(=O)(c1c(Cl)cccc1Cl)N1CCN(Cc2ccc3c(c2)OCO3)CC1,7,-0.2,-1.8,15
CCCOC(=O)c1c(NC(=O)C2CCCCC2C(=O)O)sc2c1CCC(C)C2 (centres undefined),5,-0.1,0.1,-5
O=C1CCCC2=C1C(c1ccc(O)cc1)Nc1ccc(C(=O)c3ccccc3)cc1N2 (centres undefined),34*,-0.1,0.3,4
COc1cc(NC(=O)Cc2ccc(F)cc2)ccc1N1CCCCC1=O,10,0.5,0.4,18
Cc1sc2nc(C)n(Cc3c(F)cccc3F)c(=O)c2c1C,0,-0.1,0.1,15
Cc1cc(-c2ccc(Cl)cc2)n2ncnc2n1,-6,0.1,-0.1,7
COC(=O)C1=C(C)N=c2s/c(=C\c3ccc(Br)cc3)c(=O)n2C1c1ccccc1Cl (centres undefined),-1,0.1,0.9,5
CCOc1ccc(C2C3=C(Nc4nc(N)[nH]c(=O)c42)c2ccccc2C3=O)cc1 (centres undefined),-2,-0.3,0.4,4
O=C(NCCCn1ccnc1)/C(=C/c1ccccc1)c1ccccc1,-18,-0.3,2.7,14
CCOc1ccc(-n2c(=O)[nH]c3sc4c(c3c2=O)CCCC4)cc1,0,0.0,-0.4,-9
CC(=O)C(C(=O)Nc1ccc(F)cc1)C(c1cccc(C(F)(F)F)c1)C(C#N)C#N (centres undefined),6,-0.1,3.1,-1
N#CN=C(N)CSc1nc(N)c(C#N)cc1C#N,6,-0.3,-0.7,-4
CCOC(=O)c1nc2cc3n(c(C)c-2c1C)C(C)C(CCC(=O)O)=C3C (centres undefined),4,-0.2,1.1,16
COc1ccc(CCNc2nc(Nc3ccc(-n4ccnc4)cc3)ncc2C)cc1,18,0.6,4.9*,7
CCNc1nc(NCCOc2ccccc2)c2ncn(-c3ccccc3)c2n1,-2,-0.2,0.0,1
CCOC(=O)c1sc(N2C(=O)C(O)=C(C(=O)c3ccco3)C2c2ccc(F)cc2)nc1C (centres undefined),4,0.1,-1.5,12
Cc1ccc2[nH]c(=O)c(CN(CC3CCCO3)S(=O)(=O)c3ccccc3)cc2c1 (centres undefined),-4,-0.2,-0.2,-13
COc1cc2c(cc1OC)-c1nnc(C)n1C(C)(C)C2,-7,0.0,-0.2,-3
O=C(Cn1cncn1)N/N=C/c1ccccc1Cl,1,0.2,1.4,12
Cc1ccnc(NC(=O)NC(Oc2ccc(F)cc2)(C(F)(F)F)C(F)(F)F)c1,5,0.8,-2.0,6
COc1ccc(-c2cnc3ccc(NCc4cccs4)nn23)c(OC)c1,-5,0.1,1.6,-4
COc1ccc(CNC(=O)c2nnn(-c3ccc(OC(F)(F)F)cc3)c2N)cc1,10,0.2,1.7,17
Cc1ccnn1CCC(=O)N[C@@H](Cn1nc(-c2cccs2)ccc1=O)C(C)C,0,0.0,-0.4,0
CC(=O)c1cccc(NC(=O)Nc2sc3nc4n(c(=O)c3c2C)CCC(C)CC4)c1 (centres undefined),4,-0.2,-0.7,-8
Cc1cc(C=C2C(=O)N(C)C(=O)N(C)C2=O)c(C)n1-c1ccc(Cl)c(Cl)c1,2,0.1,-0.9,21
CCOC(=O)C1(Cc2cccc(OC)c2)CCN(Cc2cn(C)nc2C)CC1,-7,-0.1,-1.4,-8
O=C(COC(=O)Cc1n[nH]c(=O)c2ccccc12)NC(=O)NC1CCCCC1,7,0.1,3.3,-2
COc1cc(/C=C(\C#N)C(=O)c2ccccc2)cc(OC)c1OC,5,0.0,1.2,-1
O=C(NCc1ccccc1)c1cn(-c2ccccc2)nc1-c1cccnc1,1,-0.2,1.7,-2
COc1ccccc1CNC(=O)c1sc2nc(C)nc(N3CCC(C)CC3)c2c1C,-8,0.0,0.5,5
CCOC(=O)C1CN(S(=O)(=O)Cc2ccccc2[N+](=O)[O-])c2cc(Cl)ccc2O1 (centres undefined),7,0.1,-0.3,3
COC(=O)c1ccc(NC(=O)c2cc3ccccc3cc2OC)cc1,-14,1.1,-0.1,7
O=C(CCN1C(=O)C2C3C=CC(C3)C2C1=O)Nc1cccc(Cl)c1 (centres undefined),8,0.1,-0.1,-1
COC(=O)NC(=Nc1ccc(OC)cc1)C(F)(F)F,-2,0.1,0.2,10
N#C/C(=C/c1cn(CC(=O)O)c2ccccc12)c1ccc(F)cc1,-2,0.1,-0.5,-15
CCOC(=O)c1oc2cc(OC(C)=O)ccc2c(=O)c1Oc1ccc(F)cc1,-4,0.3,0.0,25
CC#CCN1c2ccccc2[C@]23CCC(=O)N(CCOC)C2=NC(C(=O)OC)=C(C(=O)OC)[C@H]13,.,-0.3,1.7,-6
O=C(COC(=O)c1cc(-c2ccccc2)nc2ccccc12)c1ccc(Cl)c([N+](=O)[O-])c1,-9,-0.1,-0.2,1
Cc1ccc(S(N)(=O)=O)cc1NC(=O)Nc1ccccc1,1,0.0,0.8,-1
CCCCC1CN(Cc2ccncc2)Cc2ccccc2O1 (centres undefined),1,0.2,0.8,-9
O=C1N[C@@H](Cc2ccccc2)C(=O)N2C[C@@H](NCc3cccs3)C[C@@H]12,8,1.1,-0.7,10

# (listing goes on)
SMILES,TEAD-YAP block,FBW7 act,GPR151 activ,MITF inh
COc1ccc(/C=N/NC(=O)C(=O)NC(C)(C)C)cc1OC,-5,0.2,2.6,-1
CCOc1ccc(NC(=O)NCCCN2CCN(c3ccccc3F)CC2)cc1,2,0.0,3.8,-11
O=C(N[C@H]1C[C@H]2C(=O)N[C@@H](CO)C(=O)N2C1)c1ccc(Cl)cc1,-4,0.1,1.9,46
O=C(O)c1cccc(Nc2ncnc3c2cnn3Cc2ccccc2)c1,1,0.1,0.7,17
CN(C)/C=C(/C(=O)c1cccc(C(F)(F)F)c1)S(=O)(=O)Cc1ccccc1,-6,0.2,2.3,19
Cc1sc(NC(=O)CN(Cc2ccccc2)C(=O)C2CCC2)c(C(N)=O)c1C,-6,0.8,-0.8,20
COc1ccc(C2CC(c3cccs3)=NN2C(=O)CSc2nnc(CNC(=O)c3cccs3)n2C)cc1 (centres undefined),13,0.1,-0.2,13
Cc1ccc(CNC(=O)Nc2c(C)n(-c3ccccc3)c(=O)n2C)cc1,8,-0.1,0.5,8
Cn1nccc1Nc1nc(NCCc2ccc(O)cc2)c2ncn(CCN3CCCC3=O)c2n1,3,0.0,0.6,7
Cc1ccc(N=Cc2c(O)[nH]c(=S)[nH]c2=O)cc1,6,0.0,-1.2,6
Cc1ccccc1NC(=S)N(Cc1ccc(Cl)cc1)CC1CCC(C(=O)O)CC1 (centres undefined),3,0.4,0.2,23
COc1ccc(-c2noc(CNC(=O)c3cccs3)n2)cc1,-3,-0.1,0.8,9

# Complete entries as entered above. Values in the order: TEAD-YAP block	FBW7 act	GPR151 activ	MITF inh
# Shown for Cc1ccccc1NC(=S)N(Cc1ccc(Cl)cc1)CC1CCC(C(=O)O)CC1 (centres undefined) : 3	0.4	0.2	23
# Shown for COc1ccc(CCNc2nc(Nc3ccc(-n4ccnc4)cc3)ncc2C)cc1 : 18	0.6	4.9*	7
# Shown for CCCCC1CN(Cc2ccncc2)Cc2ccccc2O1 (centres undefined) : 1	0.2	0.8	-9
# Shown for N/C(=N\OC(=O)CSc1ccccc1)c1ccc(Cl)cc1 : -29	-0.1	-0.6	-11
# Shown for O=C(NCc1ccccc1)c1cn(-c2ccccc2)nc1-c1cccnc1 : 1	-0.2	1.7	-2

# The list continues:
SMILES,TEAD-YAP block,FBW7 act,GPR151 activ,MITF inh
Cc1cc(C)cc(N2C(=O)c3ccccc3NC2c2ccccc2Cl)c1 (centres undefined),9,0.1,0.9,2
O=C(Nc1ccccc1C(=O)O)c1ccc([N+](=O)[O-])cc1,2,0.0,-5.6,-4
CC(=O)Oc1ccc2nc(-c3cc([N+](=O)[O-])ccc3Cl)oc(=O)c2c1,11,0.0,0.8,2
COc1cc(CN2CCN(Cc3ccccc3C)CC2)cc2c1OCO2,1,-0.5,0.0,46
NC(=O)CSCc1ccc(Br)cc1,0,1.8,-1.3,13
CCOC(=O)C1(CCOc2ccccc2)CCN(C(=O)C2CCOC2)CC1 (centres undefined),7,0.2,0.7,10
O=C1CN(C(=O)c2ccccc2Br)C(c2ccccc2Cl)c2cc(Br)ccc2N1 (centres undefined),-11,-0.1,0.7,-2
O=C(c1ccc([N+](=O)[O-])o1)N1CCN(C(=O)[C@@H]2C[C@H]2c2cccs2)CC1,9,0.4,0.5,26
O=C(CN1CCN(c2ccccc2F)CC1)Nc1cc(C(F)(F)F)ccc1Cl,-1,0.0,0.2,4
Cc1ccc(N2C(=O)C3C4CC(C3C2=O)C2C4N=NN2c2ccccc2[N+](=O)[O-])cc1 (centres undefined),12,0.2,-0.6,8
COc1cc(NC(=O)c2ccc3nc(Nc4ccncn4)sc3c2)cc(OC)c1OC,28,-0.2,0.1,5
COc1ccc2cc3cc(C(=O)N4CCC(C(N)=O)CC4)oc3nc2c1,-34,-0.1,1.2,3
Cc1cc(C)nc(NC(=O)NS(=O)(=O)c2ccc(OC(F)(F)F)cc2)n1,-7,0.1,0.9,0
Oc1oc(-c2ccccc2)nc1C=Nc1ccc(Br)cc1,-1,-0.1,0.9,-2
